JNK3 blocker = JNK3 (human) kinase inhibition | P53779 | AID 746 | purified JNK3 kinase activity, HTS | inhibition, % at 8 µM | hit rate 0.61% among 60,000; in the data active = inhibition above about 17%;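 also: 0% = DMSO and 100% = reference inhibitor; many of its hits are not listed in these tables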
Cdc25B block = human M-phase inducer phosphatase 2 inhibition | P30305 | recombinant Cdc25B, OMFP fluorescence Ex485/Em525 | inhibition, %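 (compounds tested at 10 µM final in the well)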 | hit rate 0.1% among 65,000 | AID 368; in the data active = inhibition above about 50%
PKA inh = blocks human protein kinase A activity. PKA Kemptide phosphorylation, Kinase-Glo ATP luminescence. hit rate 0.1% among 65,000. inhibition, % at 6 µM. P17612;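 active = inhibition above the screen-wide mean inhibition plus 3 SD, cut at about 21% in these data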; also: many of its hits are not listed in these tables
HER2 expr 66K = inhibitors of human Her2 kinase expression; SKBR-3 HER2 protein level, AlphaScreen, 18-24 h; hits give low values; HER2 level % of control, % at 10 µM; hit rate 0.69% among 65,000; P04626; AID 645;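 active = HER2 level under 5% of the carrier-only control; inconclusive = no clear call, values can overlap the other calls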;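 also: 100% = DMSO carrier and 0% = 500 nM PU-H71 HSP90 inhibitor; lower value means stronger loss of Her2 protein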
Target sequence (P04626 whole entry, looked up): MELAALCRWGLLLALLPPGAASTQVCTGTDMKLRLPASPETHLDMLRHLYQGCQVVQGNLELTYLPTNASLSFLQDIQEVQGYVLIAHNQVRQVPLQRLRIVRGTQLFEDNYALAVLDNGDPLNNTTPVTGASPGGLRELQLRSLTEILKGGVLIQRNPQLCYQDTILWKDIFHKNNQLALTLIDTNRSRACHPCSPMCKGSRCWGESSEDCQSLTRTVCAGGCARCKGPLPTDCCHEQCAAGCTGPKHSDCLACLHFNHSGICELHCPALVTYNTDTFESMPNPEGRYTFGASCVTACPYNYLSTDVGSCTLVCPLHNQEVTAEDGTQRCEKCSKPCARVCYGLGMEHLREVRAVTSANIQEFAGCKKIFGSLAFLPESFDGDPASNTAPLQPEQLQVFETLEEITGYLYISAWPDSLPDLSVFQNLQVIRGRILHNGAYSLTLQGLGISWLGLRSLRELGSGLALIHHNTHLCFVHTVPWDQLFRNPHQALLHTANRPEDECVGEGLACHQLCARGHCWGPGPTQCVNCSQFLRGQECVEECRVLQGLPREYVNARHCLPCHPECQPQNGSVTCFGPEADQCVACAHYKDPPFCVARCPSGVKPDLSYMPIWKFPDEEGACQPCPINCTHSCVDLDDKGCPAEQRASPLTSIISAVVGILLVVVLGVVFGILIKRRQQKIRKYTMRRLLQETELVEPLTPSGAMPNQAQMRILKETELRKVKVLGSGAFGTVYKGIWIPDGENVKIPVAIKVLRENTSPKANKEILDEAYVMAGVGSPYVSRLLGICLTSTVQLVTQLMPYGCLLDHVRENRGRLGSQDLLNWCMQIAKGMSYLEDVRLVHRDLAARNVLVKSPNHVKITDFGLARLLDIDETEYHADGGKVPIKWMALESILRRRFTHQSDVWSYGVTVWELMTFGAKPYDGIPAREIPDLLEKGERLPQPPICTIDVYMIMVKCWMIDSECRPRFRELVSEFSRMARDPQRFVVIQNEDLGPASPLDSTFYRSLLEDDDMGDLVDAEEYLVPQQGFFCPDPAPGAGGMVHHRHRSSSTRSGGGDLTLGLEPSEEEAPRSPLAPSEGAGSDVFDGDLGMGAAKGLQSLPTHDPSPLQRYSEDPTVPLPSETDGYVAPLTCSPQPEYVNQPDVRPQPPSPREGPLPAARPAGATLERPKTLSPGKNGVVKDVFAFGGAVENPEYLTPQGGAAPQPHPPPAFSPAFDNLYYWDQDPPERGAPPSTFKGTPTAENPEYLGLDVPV
ROCK2 blocker = inhibitors of human Rho kinase 2; purified ROCK2, Kinase-Glo ATP depletion luminescence; inhibition, % at 6 µM; AID 604; hit rate 0.35% among 60,000; O75116;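 active = inhibition above the screen-wide mean inhibition plus 3 SD, cut at about 18% in these data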;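 also: plate controls were DMSO wells for no effect and Y-27632 control wells after no-enzyme background subtraction for full effect; many of its hits are not listed in these tables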
Hsp90 block = displaces geldanamycin probe from tumor Hsp90; P07900; NCI-N417 lysate Hsp90, Cy3B-geldanamycin FP displacement; inhibition, % at 30 µM; hit rate 0.35% among 64,000;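 active = inhibition above 50%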;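 also: 0% = tracer plus lysate wells and 100% = tracer alone without lysate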
MKP-1 inh = inhibitors of human MKP-1 phosphatase; inhibition, %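 (compounds tested at a single concentration somewhere between 10 and 100 µM)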; hit rate 0.15% among 65,000; recombinant MKP-1, OMFP hydrolysis fluorescence; P28562; AID 374;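 active = inhibition above about 50%, limit read from the data; inconclusive = inhibition over screen mean plus 3 SD, below that limit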;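 also: 0% = DMSO max control wells and 100% = wells with enzyme stopped by NaOH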
Abs 340nm = compounds absorbing at 340 nm. compound absorbance at 340 nm, fold over control. fold change at 10 µM. 65,000 tested, under 10 active;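 active = at 10 µM dose, initial 340 nm absorbance at least 2 fold that of control wells; inactive = change under 2 fold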;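 also: initial absorbance extrapolated from kinetic A340 decline of NADH oxidation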
Fluor 339 460 = intrinsic fluorescence of library compounds, ex339/em460 – biochemical, MLSMR library, data from DPM-DC assay, artefact control, profiling panel. compound autofluorescence, ex339/em460 nm, NADH buffer; hits give high values; 1 = no-compound wells, NADH background. fluorescence fold increase at 10 µM. hit rate 5.5% among 65,000. AID 709;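 active = at 10 µM, mean starting fluorescence two-fold or more over control wells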;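 also: signal is the first read of a kinetic run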
* hit, by the source's call; ? = inconclusive; . = not tested or not shown.

SMILES	JNK3 blocker	Cdc25B block	PKA inh	HER2 expr 66K	ROCK2 blocker	Hsp90 block	MKP-1 inh	Abs 340nm	Fluor 339 460
CC(C)CCNC(=O)NC(=O)CSc1nnc2ccccn12	8	-12	10	82	-1	-2	3	1	1.1
CCN=C1SCC(=O)N1c1ccc(OC)cc1	1	-15	5	84	3	-2	5	1.1	1.1
O=C(NC(=O)N1CCN(c2cccc(Cl)c2)CC1)c1ccccc1	4	-1	4	104	6	-3	3	1	1.1
COc1ccc(NC(=O)c2ccc3c(c2)n(C)c(=O)n3C)cc1	2	-3	9	102	5	1	1	1.1	1.1
CCOC(=O)CN(C(=O)Cn1nnc2ccccc21)C(C(=O)NCCOC)c1ccccc1C (stereo not drawn)	-6	-4	11	94	6	-4	22	0.98	1
Cc1cc(N2CCN(c3nnnn3-c3ccccc3)CC2)n2ncnc2n1	1	3	1	100	-1	4	2	0.95	1.1
CC(C)Oc1ccc(C(=O)Nc2ccc(N(C)C)cc2)cc1	-7	0	4	93	6	2	15	1	1.1
COc1ccc(Cl)cc1C(=O)N1CCN=C1SC	0	-8	-4	102	-5	-1	2	1	1.1
Cn1cccc1Cc1nnc(SCC(N)=O)n1CCc1ccccc1	-6	-3	-4	113	0	0	-1	1	1.1
O=C(COc1ccc(F)cc1Br)N1CCc2ccccc21	7	1	7	90	3	0	8	0.99	1
CCOc1ccc2nc(NC3=NCN(CC4CCCO4)CN3)nc(C)c2c1 (stereo not drawn)	0	0	12	96	10	1	20	0.99	1.7
c1ccc(Cn2nnc3c(N4CCCC4)ncnc32)cc1	-3	-3	3	102	1	3	3	1	1.1

3 of the entries above in order of their number in Fluor 339 460, smallest number first.
structure	JNK3 blocker	Cdc25B block	PKA inh	HER2 expr 66K	ROCK2 blocker	MKP-1 inh	Abs 340nm	Fluor 339 460
O=C(COc1ccc(F)cc1Br)N1CCc2ccccc21	7	1	7	90	3	8	0.99	1
CCN=C1SCC(=O)N1c1ccc(OC)cc1	1	-15	5	84	3	5	1.1	1.1
CCOc1ccc2nc(NC3=NCN(CC4CCCO4)CN3)nc(C)c2c1 (stereo not drawn)	0	0	12	96	10	20	0.99	1.7

(cont.)
SMILES	JNK3 blocker	Cdc25B block	PKA inh	HER2 expr 66K	ROCK2 blocker	Hsp90 block	MKP-1 inh	Abs 340nm	Fluor 339 460
O=S(=O)(NC1CCCCC1)c1ccc(Cl)s1	-2	2	8	115	2	-7	-6	1	1.1
Cc1sc2c(c1C)c(=O)n(-c1ccccc1)c1nncn21	.	-14	.	87	.	.	4	1	1.1
O=C(c1ccco1)N1CCN(C(=O)C2(S(=O)(=O)c3ccc(Cl)cc3)CC2)CC1	-3	-10	-2	91	4	-2	9	1	1.1
COc1ccc(OC)c(NC(=O)c2cc3ccccc3o2)c1	3	0	13	105	7	-2	-4	1.1	1.2
CCN(CC)CCNC(=O)c1ccc2c(c1)ncn2C1CCCCC1	7	-5	9	94	5	-4	6	1	1.1
O=C(CSc1ncnc2c1cnn2Cc1ccccc1)Nc1ccc2c(c1)OCCO2	1	-1	-5	102	4	0	-12	1	0.96
C=CCn1c(N)c(C(=O)N2CCN(C)CC2)sc1=S	4	3	6	87	12	-2	5	1.2	1
O=C(Nc1nnc(-c2ccccc2Cl)o1)c1cccnc1	11	-7	-2	46	-2	-5	20	1.1	1.1
Cn1c(CCNC(=O)C(C)(C)C)nc2ccccc21	.	13	2	109	.	.	0	1	1.1
COc1ccc(C(c2nnnn2C(C)(C)C)N2CCN(c3nc4ccccc4s3)CC2)cc1 (stereo not drawn)	3	0	3	91	1	1	-7	1	1.1
COc1ccc(OC)c(NC(=O)CSc2nnnn2-c2ccccc2F)c1	-3	2	17	111	5	-3	-29	1	1.1
COc1cc(S(=O)(=O)NCc2ccccc2)ccc1F	-5	2	7	104	1	-1	23	1.1	1.1
Cc1c(N=C/C=C/c2ccccc2)cnn1C	.	-7	6	80	.	.	0	1.2	0.89
O=C(CNC(=O)Cn1ccc2ccccc2c1=O)NCCCN1CCCCCC1	.	-3	2	126	.	.	4	1.1	1.1
CCOC(=O)c1ccc(COC(=O)CNC(=O)CNC(=O)c2ccc(OC)cc2)o1	-5	-1	-4	78	-2	-6	-6	1	1.2
CC(=O)OCC1OC(c2ccccc2)C(OC(C)=O)C(OC(C)=O)C1OC(C)=O (stereo not drawn)	4	0	0	105	0	-1	-2	1.1	1.1
O=C1c2ccccc2C(Nc2ccc(F)cc2F)N1CCN1CCOCC1 (stereo not drawn)	-3	-4	-12	96	-6	-1	-2	0.98	1
O=C(Nc1cccc2ccccc12)N1CCN(c2ccc(F)cc2)CC1	-4	-13	7	125	3	0	5	1	1.4
CN(C)CCNC(CC(=O)Nc1ccc(Cl)c(Cl)c1)C(=O)O (stereo not drawn)	3	-7	11	140	11	0	-2	0.98	1.1
CC(=O)c1c(C)cc(C)c(CSc2nc(C)cc(=O)[nH]2)c1C	-2	-2	1	79	0	-2	15	1	1
COc1ccc(N=C2CCCN2CC(N)=O)cc1	-2	-3	2	107	4	-2	0	1	1
CN(c1ccc(C(=O)NCCSCc2ccco2)cc1)S(C)(=O)=O	1	-19	6	106	-4	-12	4	1	1.2
O=S(=O)(Nc1nc2ccccc2s1)c1ccc(Br)s1	7	-10	5	88	8	-5	35	1	1.1
CCn1c(=NC(=O)c2ccc(N3C(=O)CCC3=O)cc2)sc2c(OC)ccc(OC)c21	5	1	-1	95	-1	-4	?	1.1	1.7
COc1ccc(NC(=O)CSc2nnc(-c3ccccc3C)n2N)cc1	.	-3	4	198	.	.	7	1	1.1
CC1(C(=O)NC2CCCC2)CCC(=O)N1Cc1cccs1 (stereo not drawn)	-5	-2	5	114	1	-5	-1	0.99	1.1
O=C(Nc1ccc(NC(=O)C2CC2)nc1)c1ccncc1	2	1	6	82	4	4	10	1	0.99
CCC(C)(C)NC(=O)C(c1ccncc1)N(Cc1cccs1)C(=O)Cn1nnc2ccccc21 (stereo not drawn)	-4	4	7	97	2	-2	32	1	1
CCOC(=O)Cc1cnc(NC(=O)c2ccccc2)s1	7	-14	-1	91	-2	-3	7	1	0.98
Cc1cc(NC(=O)CCC(=O)N(c2ccccc2)C2(C(=O)NC3CCCCC3)CCCC2)no1	-9	0	1	92	4	-5	38	0.98	1.1
C=CCOc1cccc(C2c3c(oc4ccc(F)cc4c3=O)C(=O)N2CCCN2CCOCC2)c1 (stereo not drawn)	5	2	3	84	2	-3	16	1.1	1.1
O=c1oc2c(CN3CCCCC3)c(O)ccc2c2c1CCCCC2	-5	-10	6	107	14	1	-33	1.1	2.3*
COc1c(F)c(F)c(C(=O)Nc2ccc(NC(=O)c3ccco3)cc2)c(F)c1F	2	-8	8	.	10	2	-4	1.1	1.2
Cc1ccccc1-n1c(Cn2c(=O)sc3ccccc32)nnc1SCC(=O)N1CCCC1	-9	-3	-2	92	-9	0	1	0.98	1
O=C(NCc1ccccn1)c1cc(-n2cnnc2)ccc1Cl	0	8	0	145	3	-3	-3	0.98	1
CCOC(=O)c1c(C(C)(C)C)oc2ccc(OCC#N)cc12	8	-24	8	95	7	-1	9	1.1	1.1

Molecules from the list above containing a furan ring, fused or not:
SMILES	JNK3 blocker	Cdc25B block	PKA inh	HER2 expr 66K	ROCK2 blocker	Hsp90 block	MKP-1 inh	Abs 340nm	Fluor 339 460
O=C(c1ccco1)N1CCN(C(=O)C2(S(=O)(=O)c3ccc(Cl)cc3)CC2)CC1	-3	-10	-2	91	4	-2	9	1	1.1
COc1ccc(OC)c(NC(=O)c2cc3ccccc3o2)c1	3	0	13	105	7	-2	-4	1.1	1.2
CCOC(=O)c1ccc(COC(=O)CNC(=O)CNC(=O)c2ccc(OC)cc2)o1	-5	-1	-4	78	-2	-6	-6	1	1.2
CN(c1ccc(C(=O)NCCSCc2ccco2)cc1)S(C)(=O)=O	1	-19	6	106	-4	-12	4	1	1.2
COc1c(F)c(F)c(C(=O)Nc2ccc(NC(=O)c3ccco3)cc2)c(F)c1F	2	-8	8	.	10	2	-4	1.1	1.2
CCOC(=O)c1c(C(C)(C)C)oc2ccc(OCC#N)cc12	8	-24	8	95	7	-1	9	1.1	1.1

Continuation.
SMILES	JNK3 blocker	Cdc25B block	PKA inh	HER2 expr 66K	ROCK2 blocker	Hsp90 block	MKP-1 inh	Abs 340nm	Fluor 339 460
CN(C)c1cccc(-c2nnc(SCCCC#N)o2)c1	-7	-10	7	74	-1	2	-3	1	1.7
Cc1ccc(C2CC(C(F)(F)F)n3ncc(C(=O)NCc4ccco4)c3N2)cc1 (stereo not drawn)	-5	-7	9	147	4	-2	25	0.97	1.1
Cc1[nH]nc2c1C(c1ccc(OC(=O)c3ccco3)cc1)C(C#N)=C(N)O2 (stereo not drawn)	5	3	4	81	3	-1	12	1	1.1
CN1C=C(C(F)(F)F)C=C/C1=C(\C#N)c1nnc2n1CCCCC2	1	-2	6	119	6	-1	26	1.1	1.1
CSc1cccc(NC(=O)CN(C2CCCCC2)S(C)(=O)=O)c1	-1	-9	6	93	0	0	14	1	1.1
O=c1nc(-c2ccccc2)c2cc(Cl)ccc2[nH]1	-2	4	-6	95	1	-3	-12	1.1	3.1*
CC(NC(=O)c1ccco1)C(c1cccs1)N1CCN(c2ccc(F)cc2)CC1 (stereo not drawn)	-11	-8	-1	113	-8	1	26	1	1
O=C(C1CCCO1)N1CCN(S(=O)(=O)c2ccccc2)CC1 (stereo not drawn)	-10	3	-4	106	-8	-6	1	1	1
CC(C)(C)C1=Nn2c(nnc2-c2ccccn2)SC1	0	-4	2	119	4	-3	-21	1	1.1
Cc1ccc(C(=O)C2=C(O)C(=O)N(c3ncccn3)C2c2ccc(Cl)cc2)o1 (stereo not drawn)	-1	10	2	65	-15	-4	-25	1.1	1.1
CCN=C(Nc1ccc2c(c1)OCO2)SC1CC(=O)N(c2ccccc2F)C1=O (stereo not drawn)	-2	-14	14	21	6	-1	4	1	1.1
Cc1nnc(NCCc2ccccc2)[nH]c1=O	0	2	-5	105	-2	0	14	1	1
COC(=O)c1ccc(CN2C(=O)NC3(CCC(C)CC3)C2=O)o1 (stereo not drawn)	5	4	5	116	4	0	19	1	1

An excerpt from above in order of molar mass, lowest first:
SMILES	JNK3 blocker	Cdc25B block	PKA inh	HER2 expr 66K	ROCK2 blocker	Hsp90 block	MKP-1 inh	Abs 340nm	Fluor 339 460
Cc1nnc(NCCc2ccccc2)[nH]c1=O	0	2	-5	105	-2	0	14	1	1
COC(=O)c1ccc(CN2C(=O)NC3(CCC(C)CC3)C2=O)o1 (stereo not drawn)	5	4	5	116	4	0	19	1	1
O=C(C1CCCO1)N1CCN(S(=O)(=O)c2ccccc2)CC1 (stereo not drawn)	-10	3	-4	106	-8	-6	1	1	1
Cc1[nH]nc2c1C(c1ccc(OC(=O)c3ccco3)cc1)C(C#N)=C(N)O2 (stereo not drawn)	5	3	4	81	3	-1	12	1	1.1
Cc1ccc(C(=O)C2=C(O)C(=O)N(c3ncccn3)C2c2ccc(Cl)cc2)o1 (stereo not drawn)	-1	10	2	65	-15	-4	-25	1.1	1.1
CC(NC(=O)c1ccco1)C(c1cccs1)N1CCN(c2ccc(F)cc2)CC1 (stereo not drawn)	-11	-8	-1	113	-8	1	26	1	1

Only part of the results is shown (hit frequency here may not be typical).
